Kir21 inh: inhibitors of mouse Kir2.1 inward-rectifier potassium channel; Inward rectifier potassium channel 2 (Mus musculus), P35561; HEK293-Kir2.1, FluxOR thallium flux fluorescence; hits give low values; B-score at 10 µM; 0.85% of 310,000 active; AID 1672, 2009;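 active means fluorescence ratio B-score at or below minus 3 SD of library scores, with starting-brightness B-score within 2 SD, cut at about -4.2 in these data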;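 further: channel flux triggered by added potassium and thallium sulfate stimulus; B-score of peak minus minimum fluorescence over baseline after thallium stimulus; more negative B-score means stronger Kir2.1 block with less thallium influx; some compounds called inactive have numbers as strong as hits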
Target sequence (P35561 whole entry, looked up): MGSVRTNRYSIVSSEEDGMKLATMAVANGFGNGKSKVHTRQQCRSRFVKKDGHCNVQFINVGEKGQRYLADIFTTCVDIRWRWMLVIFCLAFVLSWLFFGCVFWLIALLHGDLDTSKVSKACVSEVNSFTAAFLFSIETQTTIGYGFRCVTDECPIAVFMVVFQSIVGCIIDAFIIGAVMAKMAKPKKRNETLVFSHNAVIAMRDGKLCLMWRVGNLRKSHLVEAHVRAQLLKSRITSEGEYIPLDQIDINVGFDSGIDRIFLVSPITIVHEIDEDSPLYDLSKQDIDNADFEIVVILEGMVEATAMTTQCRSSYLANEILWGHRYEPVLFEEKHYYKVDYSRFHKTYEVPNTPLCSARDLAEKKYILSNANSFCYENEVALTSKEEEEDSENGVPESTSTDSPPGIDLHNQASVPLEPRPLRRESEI
KCNQ2 inh: KCNQ2 potassium channel inhibitors, primary screen, cell-based, CHO-K1, FluxOR thallium flux, B-score (AID 2156); 1.1% of 310,000 active; B-score at 10 µM; 20 min; hits give low values; Potassium voltage-gated channel subfamily KQT member 2 (Rattus norvegicus), O88943;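 active means fluorescence ratio B-score at most minus 3 library SDs, with starting brightness B-score within 2 library SDs, cut at about -5.5 in these data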
An asterisk follows results filed as active; i = inactive.

| mol | Kir21 inh | KCNQ2 inh |
| --- | --- | --- |
| COc1cc(C2NC(=O)NC(O)(C(F)(F)F)C2C(C)=O)cc(OC)c1OC (stereo not given) | 0.03 | i |
| Cc1ccc(S(=O)(=O)N2CCN(C(=O)CN3CCCCC3)C2C(C)C)cc1 (stereo not given) | 1.06 | i |
| O=C(/C=C/c1ccc([N+](=O)[O-])cc1)NCC1CCCO1 (stereo not given) | -1.17 | i |
| CSCC(=O)Nc1nc(-c2ccc3c(c2)OCCO3)cs1 | 0.57 | i |
| COc1cc(C(=O)NNC(=O)C2CC=CCC2C(=O)O)cc(OC)c1OC (stereo not given) | 0.7 | i |
| COc1ccc(OC)c(NC(=O)CSc2nnc(CCCO)n2-c2ccccc2)c1 | -0.04 | i |
| O=C(NNC1=C(C(=O)C(F)(F)F)CCC1)c1ccc(Cl)cc1 | 2.34 | i |
| O=C(c1cccn(Cc2cccc(Cl)c2)c1=O)N1CCOCC1 | 0.56 | i |
| O=C(O)CCC1OC(=O)C(O)=C1c1ccccc1 (stereo not given) | -0.76 | i |
| CCOC(=O)c1c(NC(=O)COC(=O)C2CC2C)sc(C)c1C (stereo not given) | -0.18 | i |
| C/C(N)=C(/C#N)C(=O)CSc1nnc(NC(C)C)s1 | -1.17 | i |
| CC1Cc2ccccc2N1CC(=O)Nc1cccc(S(N)(=O)=O)c1 (stereo not given) | -0.74 | i |
| O=C(CC1NC2CCCCC2NC1=O)Nc1cccc(C(F)(F)F)c1 (stereo not given) | -0.02 | i |
| Cc1ccc(C)c(N(CC(=O)NCc2ccco2)C(=O)CNS(=O)(=O)c2ccccc2)c1 | 1.16 | i |
| Cc1ccc(S(=O)(=O)N2CCOCC2)cc1NC(=O)COC(=O)c1ccc2c(c1)OCCO2 | -0.34 | i |
| Cc1cc(C)c(S(=O)(=O)CCC(C)C)c(=O)[nH]1 | -1.64 | i |
| CC(C)(C)CN1CCN(CCCc2ccccc2)C(CCO)C1 (stereo not given) | -0.82 | i |
| O=C1C2CCCCC2C(=O)N1c1ccc(S(=O)(=O)Nc2ncccn2)cc1 (stereo not given) | 0.34 | i |
| O=c1c2[nH]c3ccc(F)cc3c2ncn1CC1CCCO1 (stereo not given) | -0.5 | i |
| COc1ccc(NC(=O)CCN2CCC(C)CC2)cc1 | -0.09 | i |
| COc1ccc(-c2oc3cc(OC)c(O)c(OC)c3c(=O)c2OC)cc1O | -1.03 | i |
| CC(C)CCNC(=O)COc1ccc2c3c(c(=O)oc2c1)CCC3 | -1.18 | i |
| CCO[C@@H]1OC(C(=O)NC2CC2)=C[C@H](C(C)(C)C)[C@H]1CCCO | -1.1 | i |
| CSc1nc(-c2ccccc2)nn1S(=O)(=O)c1ccc(Cl)cc1 | 1.63 | i |
| Cc1sc(NC(=O)CN(Cc2ccccc2)C(=O)C(C)C)c(C(N)=O)c1C | 0.79 | i |
| C[C@H](NC(=O)c1nc[nH]c1C(=O)N1CCN(C(=O)OC(C)(C)C)CC1)C(=O)OCc1ccccc1 | -0.82 | i |
| CCCNc1c(NC(=O)C2CCC(C)CC2)c(=O)oc2ccccc12 (stereo not given) | -0.02 | i |
| CC(C)(C)OC(=O)N1CCC(C(=O)N2CCCCCC2)CC1 | -0.23 | i |
| CC(C)[C@H](NC(=O)OC(C)(C)C)c1nnc(S(=O)(=O)Cc2c(F)cccc2Cl)o1 | -4.36* | i |
| C#CCSc1nnc(-c2sc3ccccc3c2Cl)o1 | -0.19 | i |
| COc1cccc(C(=O)Cn2c(=N)n(C)c3ccccc32)c1 | -0.15 | i |
| O=C(COc1ccc2c(c1)OCO2)Nc1cccc(F)c1 | 0.24 | i |
| Cc1cc(C)n(C)c(=O)c1C#N | -1.88 | i |
| CC(C)C(=O)N=c1sc2cc(F)cc(F)c2n1C | -0.01 | i |
| CC(c1ccccc1)n1cc(C(=O)NCc2ccccn2)nn1 (stereo not given) | -1.05 | i |
| CCOc1ccc(S(=O)(=O)N2CCC(C(=O)N3CCOCC3)CC2)cc1Cl | -0.3 | i |
| O=C(/C=C/c1c(F)cccc1Cl)c1ccc(O)cc1 | 0.53 | i |
| Cc1nn(-c2ccccc2)c(C)c1/C=N/Nc1nc2ccccc2[nH]1 | -1.16 | i |
| O=C(NC(=S)N(Cc1ccccc1)c1ccccn1)C1CC1 | 0.76 | i |
| N#Cc1ccc(-c2ccco2)nc1SCc1ccccc1 | 0.08 | i |
| CCOC(=O)c1cncc(NC(=O)c2ccccc2)c1 | -1.01 | i |
| CC(C)OP(=O)(c1ccc(N(C)C)cc1)C(O)c1cccnc1 (stereo not given) | 0.74 | i |
| CC12CCC(=O)N1C(C(=O)NNC(=O)c1cccc(Cl)c1)CS2 (stereo not given) | -0.02 | i |
| COc1cccc(CN2CCCN(S(=O)(=O)c3ccc(Br)cc3)CC2)c1 | -2.03 | i |
| CCN1C(=O)C2(C(C#N)=C(N)Oc3n[nH]c(-c4ccccc4)c32)c2ccccc21 (stereo not given) | -2.2 | i |
| Cc1noc(C)c1S(=O)(=O)NCCCN1CCN(Cc2ccccc2)CC1 | 0.07 | i |
| COC(=O)c1c(NC(=O)Cc2cccs2)sc2c1CCCC2 | 2.71 | -8.42* |
| CCOc1ccc(N2C(=O)Nc3ccccc3C2(O)C(=O)NCc2ccc(F)cc2)cc1 (stereo not given) | -0.4 | i |
| CCC1CCCCN1CCCNC(=O)c1ccc2nc(N3CCCCC3)sc2c1 (stereo not given) | 0.59 | i |
| CCc1cccc(NC(=O)CCc2nc3sc4c(c3c(=O)[nH]2)CCCC4)c1 | -0.66 | i |
| O=C(CSc1nnnn1C1CCCC1)Nc1ccccc1F | 0.32 | i |
| Cc1ccc(NC(=O)NCC2CCN(Cc3cccc(Cl)c3)CC2)c(Cl)c1 | 0.38 | i |
| O=C(c1ccc(F)cc1)C1CCN(C(=O)Nc2ccc(F)cc2F)CC1 | -0.86 | i |
| O=C(CC1C(=O)NCCN1C(=S)Nc1ccccc1)Nc1ccc2c(c1)OCCO2 (stereo not given) | 0.62 | i |
| O=S(=O)(Cc1cc(-c2ccc(Cl)cc2)no1)c1ccccc1 | 2.87 | i |
| Cc1cnc(C(=O)OCC(=O)NC(=O)c2ccccc2)cn1 | 0.19 | i |

Continuation:
| mol | Kir21 inh | KCNQ2 inh |
| --- | --- | --- |
| CC(C)(C)c1nnc2sc(SCC(=O)c3ccc(Cl)cc3)nn2c1=O | 0.69 | i |
| CCCc1ccc2oc(C(=O)N3CCC[C@H]3CO)c(C)c2c1 | 1.13 | i |
| O=C(COC(=O)c1ncc(Cl)c(Cl)c1Cl)NCc1cccs1 | 0.86 | i |
| COc1ccc(C2CC(=O)c3cc(OC)c(OC)cc32)cc1OC (stereo not given) | -0.05 | i |
| COc1ccccc1N1C(=O)C2C(C(=O)c3ccccc3)=NN(c3ccccc3OC)C2C1=O (stereo not given) | 1.37 | i |
| CCOCCCNC(=O)c1cn(C)c2ccc(S(=O)(=O)N3CCCCC3)cc2c1=O | -0.03 | i |
| O=C(NCc1ccco1)NC12CC3CC(CC(C3)C1)C2 | 2.52 | i |
| O=C(COc1ccccc1F)Nc1ccc(S(=O)(=O)Nc2nccs2)cc1 | 1.11 | i |
| CN1CCN(S(=O)(=O)c2ccc(NC(=O)c3ccc(Br)o3)cc2)CC1 | -1.49 | i |
| Fc1ccc(-n2nnc(-c3cccnc3Cl)n2)cc1 | -0.66 | i |
| CC(C)(C)OC(=O)C(C(=O)OC(C)(C)C)c1ccc(Cl)nn1 | -0.37 | i |
| CCCc1nc2ccccc2c(=O)n1NC(=O)c1c(O)c2cccc3c2n(c1=O)CCC3 | 0.62 | i |
| COCC(=O)Nc1cccc2ccccc12 | -0.94 | i |
| CCC(C)NC(=O)CSc1n[nH]c(=O)n1CCc1ccccc1 (stereo not given) | -0.77 | i |
| O=C(CN1C(=O)c2cccc3cccc1c23)Nc1ccc(S(=O)(=O)Nc2nccs2)cc1 | 2.32 | i |
| Cc1ccc(S(=O)(=O)NC(C)(C)CN2CCCCC2)cc1 | -0.42 | i |
| Cn1c(=O)c2c(nc(NCc3ccc4c(c3)OCO4)n2Cc2ccccc2)n(C)c1=O | -0.09 | i |
| CCC(C)(C)C(=O)Nc1cc([N+](=O)[O-])ccc1Cl | -1.39 | i |
| O=C(NCc1ccco1)C(c1ccccc1)N(CC1CCCO1)C(=O)Cn1nnc2ccccc21 (stereo not given) | 0.39 | i |
| CC(C)Nc1nc(NC(C)C)nc(Oc2ccc(OCc3ccccc3)nn2)n1 | 0.05 | i |
| COc1cc(OC)cc(C(=O)Nc2ccc(-c3nc4ccccc4o3)cc2)c1 | 0.03 | i |
| Cn1c(CN2CCOCC2)nnc1SCC(=O)Nc1ccc2c(c1)OCCO2 | -0.88 | i |
| CCN1CCN(Cc2c3ccccc3cc3ccccc23)CC1 | -2.84 | i |
| Cc1ccc(CN=Cc2[nH]c3ccc(Br)c(Cl)c3c2O)cc1 | 0.57 | i |

A few values from the entries so far.
Kir21 inh result of `Cc1ccc(CN=Cc2[nH]c3ccc(Br)c(Cl)c3c2O)cc1` : 0.57
Kir21 inh result of `CC(C)Nc1nc(NC(C)C)nc(Oc2ccc(OCc3ccccc3)nn2)n1` : 0.05

(continued)
| mol | Kir21 inh | KCNQ2 inh |
| --- | --- | --- |
| O=C(c1cc(C2CC2)on1)N1CCOCC1 | -0.4 | i |
| COC(=O)c1ccc(/C=C2\N=C(SC)SC2=O)cc1 | 1.14 | i |
| COc1ccc(NC(=O)c2oc3ccccc3c2C)cn1 | 0.6 | i |
| FC(F)(F)c1nnc2ccc(N3CCCCC3)nn12 | 2.38 | i |
| C=CCSc1nc2sc(C)c(C)c2c(=O)[nH]1 | -0.54 | i |
| C=CCn1c(SCC(=O)Nc2sccc2C(N)=O)nc2sc(CC)cc2c1=O | -1.02 | i |
| CC(C)(C)NC(=S)N/N=C/c1c(Cl)cccc1Cl | 1.56 | i |
| COc1ccccc1-n1cc(C(=O)NCC(=O)NCc2ccc(F)cc2)c2ccccc2c1=O | 1.21 | i |
| Cc1ccc(OC(=O)c2cccnc2)cc1 | -0.23 | i |
| CCCOc1cccc(C(=O)NCCNC(=O)c2ccccn2)c1 | 0.62 | i |
| C=C1CCC[C@]2(C)C[C@H]3OC(=O)C(CNC(CC)CO)[C@H]3CC12 (stereo not given in full) | -0.41 | i |
| NS(=O)(=O)c1cccc(NC(=O)COC(=O)CC2CC3CCC2C3)c1 (stereo not given) | -0.37 | i |
| Cc1cc(C(=O)NNc2ccc(F)cc2)no1 | 0.17 | i |
| Cn1c(=O)c2c(n(Cc3ccccc3)c1=O)NC(=O)C2CC(=O)NCc1cccc(Cl)c1 (stereo not given) | 0.26 | i |
| COC(=O)CC(NC(=S)NC(=O)c1ccccc1)c1ccc(Br)cc1 (stereo not given) | 0.6 | i |
| O=C(CNc1ccccc1C(=O)O)c1ccccc1 | -0.13 | i |
| CCOC(=O)c1cnc2c(C(F)(F)F)cccc2c1N1CCN(C)CC1 | -1.61 | i |
| O=C(c1noc2c1CCCC2)N1CCOCC1 | -1.91 | i |
| CCC(C)C(NC(=O)CCC(=O)OCC(=O)[C@@]1(O)CCC2[C@@H]3CCC4=CC(=O)C=C[C@]4(C)C3[C@@H](O)C[C@@]21C)C(=O)O (stereo not given in full) | 0.13 | i |
| CCN(C(=S)NC(=O)c1ccccc1Br)C1CCCCC1 | -2.22 | i |
| O=C(COC(=O)/C=C/c1ccc(C(F)(F)F)cc1)NCc1ccco1 | 0.45 | i |
| COc1ccc(OC)c(NC(=O)C2CCCCC2C(=O)O)c1 (stereo not given) | -1.65 | i |
| COc1ccc(CNC(=S)Nc2ccc(Br)cc2)cc1 | -1.61 | i |
| CC(N)(C(=O)O)c1cccc(OCc2cccc(Cl)c2)c1 (stereo not given) | 0.08 | i |
| O=C(CN1C(=O)NC2(CCCCC2)C1=O)NCc1cccs1 | 0.63 | i |
| CC(=O)c1cc(CN2CCN(C(C)C)C(CCO)C2)cs1 (stereo not given) | 1.31 | i |
| Cn1nnnc1SCC(=O)NCc1ccc2c(c1)OCO2 | 0.01 | i |
| Cc1cc(C)nc(SCC(=O)N2CCCCC2)n1 | 0.8 | i |
| COc1ccc(C2N(c3cc(Cl)ccc3OC)C(=O)C3CCCN32)c(OC)c1 (stereo not given) | -0.28 | i |
| OCC1(Cc2ccccc2)CCCN(Cc2c[nH]c3ccccc23)C1 (stereo not given) | -0.39 | i |
| CN1/C(=N\O)c2cccc3cccc1c23 | 0.26 | i |
| COCCNC(=O)Cn1nc(-c2ccccc2C)ccc1=O | -0.34 | i |

The list goes on; it opens with the 6 that closed the last part.
| mol | Kir21 inh | KCNQ2 inh |
| --- | --- | --- |
| Cn1nnnc1SCC(=O)NCc1ccc2c(c1)OCO2 | 0.01 | i |
| Cc1cc(C)nc(SCC(=O)N2CCCCC2)n1 | 0.8 | i |
| COc1ccc(C2N(c3cc(Cl)ccc3OC)C(=O)C3CCCN32)c(OC)c1 (stereo not given) | -0.28 | i |
| OCC1(Cc2ccccc2)CCCN(Cc2c[nH]c3ccccc23)C1 (stereo not given) | -0.39 | i |
| CN1/C(=N\O)c2cccc3cccc1c23 | 0.26 | i |
| COCCNC(=O)Cn1nc(-c2ccccc2C)ccc1=O | -0.34 | i |
| COc1c(F)c(F)c(C(=O)Nc2c(C)cc(Br)cc2C)c(F)c1F | 3.61 | i |
| N#C/C(=C\c1cccc(Cl)c1)c1n[nH]c(Cn2cncn2)n1 | 1.74 | i |
| COC(=O)c1scc2c(Oc3ccccc3)cc(C(F)(F)F)nc12 | 0 | i |
| COc1cccc(N2[C@@H](CC(C)=O)c3ccc(/C=C/C(C)=O)cc3S2(=O)=O)c1 | -0.38 | i |
| CCc1ccccc1N/C(=N\S(=O)(=O)c1ccccc1)C(F)(F)F | 0.94 | i |
| CN(C)S(=O)(=O)c1ccc(Cl)c(C(=O)NCC2CCCCC2)c1 | 0 | i |
